ALOX15 inhib: qHTS Assay for Inhibitors of 15-hLO (15-human lipoxygenase); purified 15hLO-1, xylenol orange hydroperoxide absorbance; Potency, µM (top dose mostly 57.1 µM), inactives show at the highest dose activity change, negative = inhibition, actives largely listed as inhibitors; 74,000 tested, 1.4% active; also: potency is read from the fitted curve at half-maximal effect; % is scaled to controls: 0 for no effect and ±100 for the full control effect; nearly all actives have a fitted effect of over 55% in size
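Purified human 15hLO-1 (40 nM) in 25 mM Hepes pH 7.5, 0.01% Triton X-100, preincubated 15 min RT with compound, then 50 uM arachidonic acid for 6 min. Hydroperoxide read by ferrous/xylenol orange, 30 min; 573/405 nm absorbance ratio gave progress.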
Pol III holo inh: qHTS Assay for Inhibitors of DNA Polymerase III Holoenzyme System; reconstituted DNA polymerase III holoenzyme replication, biochemical; AID 603, 2007; 71,000 tested, 0.25% active; Potency, µM (titrated, usually from 57.1 µM), for the others: top-dose activity change, negative = inhibition; also: potency is read from the fitted curve at half-maximal effect; % is scaled to controls: 0 for no effect and ±100 for the full control effect
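Reconstituted *E. coli* holoenzyme (0.35 nM Pol III, 1 nM beta, 154 nM SSB, 2 nM primase) was preincubated with compound for 15 min at RT. Synthesis on 1.4 nM ssM13Gori ran 35 min, then was stopped with PicoGreen/EDTA and read as dsDNA fluorescence.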
FLuc inh: qHTS Assay for Inhibitors of Firefly Luciferase | AID 411, 2009 | Potency, µM (doses to about 57.1 µM), for inactives: at the highest dose activity change, negative = inhibition, actives largely listed as inhibitors | 72,000 tested, 2.2% active | purified firefly luciferase, luminescence, 8 min; also: potency is read from the fitted curve at half-maximal effect; % is scaled to controls: 0 for no effect and ±100 for the full control effect; nearly all actives have a fitted effect of over 40% in size
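qHTS concentration-response profiling: light output of P. pyralis luciferase with luciferin and 10 uM ATP, imidazole buffer pH 7.2. Read by luminescence after 8-min room-temperature incubation.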
Hsp90 Hop PPI: qHTS Assay for Disrupters of an Hsp90 Co-Chaperone Interaction; Hsp90 C-terminal peptide / TPR2A (Hop) interaction, human; AlphaScreen TPR2A-His6 binding biotin-Hsp90 C-terminal peptide; Potency, µM (top dose mostly 57 µM), for the others: top-dose activity change, negative = inhibition; 71,000 tested, 0.44% active; active = well fitted curve in either direction with a large enough effect; inconclusive = small, poorly fitted or top-dose-only effect, or another doubt; also: potency is read from the fitted curve at half-maximal effect; % is scaled to controls: 0 for no effect and ±100 for the full control effect; many of its hits are not listed in these tables
HBB splice mod: qHTS Assay for Modulators of Hemoglobin Beta Chain Splicing. Potency, µM (highest dose often 46.1 µM), without a hit: top-dose activation, usual class: activators. HBB splicing reporter cell assay, activation; EGFP reporter with mutant IVS2-654 intron; response scale: normalised to 500 nM splice-correcting PNA. 65,000 tested, 0.06% active; also: potency is read from the fitted curve at half-maximal effect; 0% is about no effect
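Compounds were applied for 2 days to HeLa EGFP-654 cells, 500/well in Optimem with 2% FCS. The reporter's EGFP is disrupted by mis-splicing of beta-globin intron IVS2-654. Readout: summed well GFP fluorescence from 488 nm laser scanning; reference was 500 nM antisense […] 654 PNA.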
ERK AVP inh: qHTS Assay for Inhibitors of the ERK Signaling Pathway using a Homogeneous Screening Assay | Potency, µM (top dose mostly 57.5 µM), without a hit: top-dose activity, negative = inhibition, most hits filed as inhibitors | 72,000 tested, 0.99% active | AID 995, 2007 | HEK293-V1b, vasopressin-stimulated pERK AlphaScreen; also: potency is read from the fitted curve at half-maximal effect; % is scaled to controls: 0 for no effect and ±100 for the full control effect; nearly all actives have a fitted effect of over 55% in size
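V1b-HEK293 cells; cpd 30 min 37C; 25 nM vasopressin 5 min; lyse 10 min; AlphaScreen beads 5 hr RT. Normalized to DMSO basal and 25 nM vasopressin; AC50 by Hill fit.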
CRE-bla Fsk: Cell signaling CRE-BLA (Fsk stim); CHO CRE-bla reporter (cAMP response element driving beta-lactamase), forskolin EC10, beta-lactamase ratio; Potency, µM (top dose mostly 38.2 µM), for inactives: top-dose activity change, negative = inhibition, actives largely listed as activators; 71,000 tested, 2.5% active; active = well fitted activation curve with a large enough effect in the signal ratio, with a control signal flat, not every such curve was filed as active; inconclusive = small, poorly fitted or top-dose-only effect, or effect the other way, or a change in a side signal; the % refers to the signal ratio; also: potency is read from the fitted curve at half-maximal effect; % of control where 0% means no effect
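Reporter-gene assay: CHO cells with beta-lactamase behind cAMP responsive elements, co-treated with compound and EC10 NKH 477 for 3 hours at 37 degrees Celsius. Activity came from the 460/530 nm CCF4 emission ratio.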
UbGFP stabilizer: Ubiquitin-GFP Assay; 67,000 tested, under 10 active; Ubiquitin-GFP reporter cells, proteasome inhibition, GFP fluorescence; response scale: untreated = 0%, 10 µM MG-132 = 100%; Potency, µM (top dose mostly 45.9 µM), for the others: at the top dose activation (GFP accumulation), most hits filed as activators; active = well fitted activation curve with a large enough effect, not every such curve was filed as active; inconclusive = small, poorly fitted or top-dose-only effect, or another doubt; inactive = no such curve, though single readings can be large or run the other way; also: potency is read from the fitted curve at half-maximal effect
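Proteasome blockade was scored as a rise in GFP-expressing U2OS cells carrying a ubiquitin(G76V)-GFP construct, imaged after 4 hr compound treatment at 37 °C across a 46 uM–2.9 nM series.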
Epigenetic mod: qHTS Assay for Epigenetic Modulators; mouse C127i GFP locus derepression, cytometry, 30 h; Potency, µM (top dose mostly 46.1 µM), for the others: at the top dose GFP derepression (activation); 68,000 tested, 0.09% active; AID 597, 2007; also: % of control where 0% means no effect
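Derepression screen: silenced CMV-GFP reporter in murine C127i cells, 30 h compound incubation at 37 C, washed cells imaged by laser-scanning cytometer to enumerate GFP-expressing objects of 20 to 120 um.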
Tau fil binding: qHTS Assay for Tau Filament Binding. recombinant tau filaments, thioflavin S fluorescence, 15 h; filaments grown with octadecylsulfate alongside compound. Potency, µM (highest dose often 57.1 µM), without a hit: at the top dose activity change, negative = inhibition. 71,000 tested, 2% active. AID 596, 2007;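 also: potency is read from the fitted curve at half-maximal effect; % is scaled to controls: 0 for no effect and ±100 for the full control effect; actives lower thioflavin S fluorescence by blocking filaments or displacing dye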
Target sequence (P10636 whole entry, looked up): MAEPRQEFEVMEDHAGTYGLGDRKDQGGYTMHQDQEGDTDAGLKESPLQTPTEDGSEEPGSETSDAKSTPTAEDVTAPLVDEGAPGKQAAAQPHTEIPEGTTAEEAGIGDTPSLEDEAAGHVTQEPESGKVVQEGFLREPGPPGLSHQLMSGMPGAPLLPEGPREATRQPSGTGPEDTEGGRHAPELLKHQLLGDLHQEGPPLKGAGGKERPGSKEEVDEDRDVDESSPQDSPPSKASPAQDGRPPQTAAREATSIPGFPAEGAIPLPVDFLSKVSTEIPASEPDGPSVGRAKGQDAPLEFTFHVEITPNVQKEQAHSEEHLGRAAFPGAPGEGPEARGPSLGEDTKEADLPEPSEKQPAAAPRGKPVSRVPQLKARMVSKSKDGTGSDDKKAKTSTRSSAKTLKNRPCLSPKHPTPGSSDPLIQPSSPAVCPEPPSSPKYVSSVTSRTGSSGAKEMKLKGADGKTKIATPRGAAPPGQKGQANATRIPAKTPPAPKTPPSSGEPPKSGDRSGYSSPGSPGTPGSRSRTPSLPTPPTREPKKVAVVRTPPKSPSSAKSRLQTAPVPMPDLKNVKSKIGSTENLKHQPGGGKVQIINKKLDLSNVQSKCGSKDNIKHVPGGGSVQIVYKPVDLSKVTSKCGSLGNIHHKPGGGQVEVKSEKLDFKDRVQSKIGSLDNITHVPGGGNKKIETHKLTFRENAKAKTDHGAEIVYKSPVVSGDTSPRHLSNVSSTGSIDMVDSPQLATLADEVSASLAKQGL
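Read-out: ThS fluorescence, 450 nm excitation/510 nm emission; lower signal marks blocked filament formation or displaced dye. Tau at 1 uM with 30 uM ODS, 10 uM ThS, 5 mM DTT, 100 mM NaCl, 10 mM HEPES pH 7.4; 15 h, 37 C.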
HADH2 inh: qHTS Assay for Inhibitors of HADH2 (Hydroxyacyl-Coenzyme A Dehydrogenase, Type II); Potency, µM (series often up to 57.1 µM), inactives show at the top dose activity change, negative = inhibition, hits mostly inhibitors; recombinant HADH2, NADH fluorescence, beta-hydroxybutyryl-CoA; AID 886, 2007; 3-hydroxyacyl-CoA dehydrogenase type-2 (Homo sapiens), Q99714; 73,000 tested, 3.4% active; also: potency is read from the fitted curve at half-maximal effect; % is scaled to controls: 0 for no effect and ±100 for the full control effect; nearly all actives have a fitted effect of over 60% in size; many of its hits are not listed in these tables
Target sequence (Q99714 whole entry, looked up, one chain of several): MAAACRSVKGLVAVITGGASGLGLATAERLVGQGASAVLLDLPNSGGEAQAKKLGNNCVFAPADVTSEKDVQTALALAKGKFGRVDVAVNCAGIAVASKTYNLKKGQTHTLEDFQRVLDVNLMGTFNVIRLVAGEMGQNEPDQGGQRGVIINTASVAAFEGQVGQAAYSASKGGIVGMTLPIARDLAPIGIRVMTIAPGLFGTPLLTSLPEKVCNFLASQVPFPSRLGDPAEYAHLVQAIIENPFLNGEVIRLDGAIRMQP
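NADH fluorescence (ex 360/em 450 nm) read every 30 s for 4 min; activity taken as last-minus-first time point difference. Enzyme 20 nM, NAD+ 1 mM, beta-hydroxybutyryl-CoA 90 uM, pH 9.0 Tris buffer.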
* hit, by the source's call; u = inconclusive; x = not tested or not shown; [ ] = remark or other dose. Unless noted, calls follow the shape of the dose curve; as a rule, active = well fitted curve in the direction sought with a large enough effect; inconclusive = small, poorly fitted or top-dose-only effect, or another doubt; inactive = no such curve, though single readings can be large; an effect the other way counts as inactive or inconclusive.

Below each compound – ALOX15 inhib, Pol III holo inh, FLuc inh, Hsp90 Hop PPI, HBB splice mod, ERK AVP inh, CRE-bla Fsk, UbGFP stabilizer, Epigenetic mod, Tau fil binding, HADH2 inh
CC(C)c1nnc(NC(=O)CSc2ncn[nH]2)s1
 : 3%, -3%, 3%, -6%, -1.5%, 4%, -5%, -14%, 3%, 6%, -4%
COc1ccc(N(Cc2cc3ccc(C)cc3[nH]c2=O)C(C)=O)cc1
 : 4%, 4%, 3%, -1%, -2.4%, -5%, -4%, 0%, -3%, -9%, -5%
O=C(CCC1N=C2c3ccccc3N=C(SCc3ccc(Cl)cc3)N2C1=O)NCc1ccco1 (centres undefined)
 : -7%, 1%, 0%, -12%, -1.9%, 11%, u, -14%, 2%, -11%, u
O=C(N/N=C1/C[C@@H](O)[C@@H](O)[C@@H]2[C@H]3C(=O)N(c4ccc(F)cc4F)C(=O)[C@@H]3CC[C@H]12)OCc1ccccc1
 : 2%[11.4 µM], x, 1%[11.4 µM], x, 1.9%[9.22 µM], -3%[11.5 µM], x, x, x, x, -15%[11.4 µM]
Cc1cc(C(=O)COc2cccc3cccnc23)c(C)n1C
 : 0%, -4%, -18%, -22%, -0.1%[57.5 µM], -14%, -8%, -4%, -1%, 251%, 0%
O=C(Nc1ccc2c(c1)OCO2)c1cnn2c1NC(c1ccco1)CC2C(F)(F)F (centres undefined)
 : u, -2%, -7%, u, -0.3%[57.5 µM], -27%, -8%, 3%, 1%, 43%, 42%[activator]
N#Cc1ccccc1Cn1c(=O)n(CCCC(=O)NCc2ccc3c(c2)OCO3)c(=O)c2ccccc21
 : 1%, -2%, 5%, -8%, -1.6%, 15%, u, -2%, 1%, 43%, 8%
CCn1c(SCC(=O)C(C)(C)C)nnc1-c1ccccc1OC
 : -1%, -3%, 1%, 0%, 1.2%[1.84 µM], -2%, -10%, 11%, 0%, -2%, -6%
CCC1(C)Cc2nc3sc(C(=O)O)c(N)c3cc2CO1 (centres undefined)
 : u, -7%, -3%, -4%, 4.7%, -6%, 12%, 8%, 2%, 17%, -21%
CCOC(=O)N1CCN(c2cc(=O)n(-c3ccccc3Cl)c(=O)[nH]2)CC1
 : -12%, -10%, 0%, u, -0.3%, x, -7%, -12%, x, -5%, u
O=C(NCc1ccccn1)c1ccc(Br)s1
 : 1%, 3%, 3%, -2%, -0.8%, -3%, u, -1%, 0%, -10%, -2%
CCC/C=C(\CCC)C(NC(=O)c1cccs1)c1ccc(C(=O)OC)cc1 (centres undefined)
 : x, -9%, x, 18%, -0.2%, 29%, 16%, x, x, 4%, 9%
O=C(OC(C(=O)NCC1CCCO1)c1ccccn1)c1cccs1 (centres undefined)
 : 16%, -3%, -1%, -1%, x, 26%, -3%, -8%, 0%, -3%, 1%
Clc1ccc(CSc2nncn2-c2ccccn2)cc1
 : 2%, 0%, 2%, 0%, x, -23%, 7%, 5%, -3%, 4%, 6%
CCn1c(CC(=O)Nc2cccc(OC)c2)nnc1SCC(=O)N1CCN(c2ccccc2)CC1
 : -4%, 0%, -2%, -9%, 0.6%, -18%, -10%, 0%, -3%, -3%, 3%
CN(C)c1ccc(C2(c3ccc(N(C)C)cc3)OC(=O)c3cc(N(C)C)ccc32)cc1
 : 0%, -2%, x, 2.5µM*, 0.5%, -21%, u, x, x, 15%, 7.9µM*
CC1CC(C)(C)Nc2ccc(OC(=O)c3ccco3)cc21 (centres undefined)
 : 0%, 0%, 13µM*, -14%, -0.5%[9.22 µM], -17%, u, -5%, u, -4%, -5%
CCOC(=O)Cc1csc(NC(=O)CS(=O)(=O)Cc2ccccc2)n1
 : -5%, 6%, 0%, -12%, -1.4%, -6%, u, 1%, 0%, 19%, 16µM*
CN(C)c1ccc(-c2cncnc2Nc2ccc(F)cc2)cc1
 : 2.5µM*, 3%, -3%[2.29 µM], -17%, -1.2%, u, u, 3%, 0%[9.22 µM], -10%, -17%
C=CCSc1nc2ccccc2c(=O)n1Cc1ccco1
 : 6%[11.4 µM], -7%[11.4 µM], 4%[11.4 µM], 5%[11 µM], 1.8%[9.22 µM], -15%[11.5 µM], 7%[7.6 µM], -5%[9.17 µM], -6%[9.22 µM], 3%[11.4 µM], 1%[11.4 µM]

Following part
Below each compound – ALOX15 inhib, Pol III holo inh, FLuc inh, Hsp90 Hop PPI, HBB splice mod, ERK AVP inh, CRE-bla Fsk, UbGFP stabilizer, Epigenetic mod, Tau fil binding, HADH2 inh
CCCC(c1cc(C(C)(C)C)c(O)cc1C)c1cc(C(C)(C)C)c(O)cc1C
 : u, -17%[11.4 µM], 0%[11.4 µM], -7%[11 µM], -0.8%[9.22 µM], 3%[11.5 µM], 23%[7.6 µM], 4%[9.17 µM], -4%[9.22 µM], 33%[11.4 µM], 9%[11.4 µM]
Cc1cc(C(=O)NCc2ccccc2)c(=O)[nH]c1C
 : 7%, 2%, -4%, 0%, -1.1%, 8%, 12%, 14%, 5%, -8%, -20%
COC(=O)C1=C(C)N(CCC2=CCCCC2)C(=O)C1
 : -27%, -5%, -2%, 0%, 7.1%, 5%, u, 0%, -3%, 4%, u
CCC(CC)C(=O)NCCc1cc2cc(C)c(C)cc2[nH]c1=O
 : 10%, 0%, 2%, 0%, -0.1%, x, 7%, 3%, x, -8%, u
O=C(Cn1c(SCC(=O)NC2CCCC2)nnc1-c1ccncc1)Nc1ccc2c(c1)OCO2
 : 2%, 3%, 1%, -6%, x, -15%, 7%, 0%, 4%, 0%, 27%
COCCCNC(=O)CCCn1c(=O)[nH]c2ccccc2c1=O
 : 4%, -3%, 1%, 0%, -1.4%, 14%, u, 11%, 1%, 8%, -5%
O=C(CN1CCN(c2nc(-c3ccccc3)cs2)CC1)NCc1ccc2c(c1)OCO2
 : -18%, 2%, 1%, -7%, -0.1%[57.5 µM], 2%, u, 3%, 0%, 2%, -10%
Nc1c2ccccc2nc2c(O)cccc12
 : 14%[25.6 µM], -6%[25.6 µM], 2%[25.5 µM], 5%[26 µM], 1.8%[20.6 µM], 15%[25.7 µM], 1%[17.1 µM], 1%[20.5 µM], 6%[20.6 µM], 0%[25.6 µM], 1%[25.6 µM]
COc1ccc(N2CCN(S(=O)(=O)c3cccc(C(F)(F)F)c3)CC2)cc1
 : 3%, 5%, 0%, -3%, -0.6%, 1%, 1%, 8%, 2%, 8%, 6%
CCOc1ccc(C2CC(=O)NC3=C2C(=O)CCC3)cc1Cl (centres undefined)
 : -6%, -4%, 1%, -14%, 0.3%, -25%, 0%, 0%, 1%, 8%, -6%
COc1ccc(S(=O)(=O)N2CCN(c3ccc(C)cc3C)CC2)cc1OC
 : -10%, -3%, -1%, 0%, -0.7%, x, u, 1%, x, 12%, 9%
CCCCSc1nnc2nc(C)cc(C)n12
 : 5%, -3%, -2%, 0%, 0.3%[57.5 µM], -9%, 9%, -3%, 0%, 9%, 5%
CCOC(=O)N1CCN(C(=O)c2ccc3c(c2)NC(=O)C(N2CCOCC2)S3)CC1 (centres undefined)
 : 1%, -4%, 3%, 4%, -0.6%, 2%, -8%, 11%, 0%, 4%, 0%
C=C(C)c1nc(N)nc(N)n1
 : 1%, 2%, 6%, 3%, 0.5%[1.84 µM], 3%, u, -10%, -2%, -1%, 11%
Cc1ccc(CNC(=O)C2c3ccccc3C(=O)N3CCc4ccccc4C23)o1 (centres undefined)
 : -4%, -2%, 3%, -1%, 3.6%, -14%, -25%, 11%, 1%, 9%, 1%

Screening data (PubChem)

Some of the compounds tested, so the mix of outcomes need not match the whole.
